# Screening data from PubChem BioAssay.
# GASC-1 inh: blocks human GASC-1 demethylase activity; GST-JMJD2C(1-420) H3K9me3 demethylation, DELFIA europium; hit rate 0.069% among 330,000; inhibition, % at 2.35 µM; AID 2099;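 active means more than half of a compound's replicate wells show inhibition beyond 50%, single wells judged on their own value; inconclusive means some, but no more than half, of replicates pass 50% inhibition; inactive means no replicate passes 50% inhibition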;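 further: signal counts dimethyl H3K9 product captured on neutravidin plate; 0% = median of DMSO wells and 100% = 0.3 times that DMSO median; strong numbers were not always called active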
# Target sequence (Q9H3R0 1-420 limits assumed): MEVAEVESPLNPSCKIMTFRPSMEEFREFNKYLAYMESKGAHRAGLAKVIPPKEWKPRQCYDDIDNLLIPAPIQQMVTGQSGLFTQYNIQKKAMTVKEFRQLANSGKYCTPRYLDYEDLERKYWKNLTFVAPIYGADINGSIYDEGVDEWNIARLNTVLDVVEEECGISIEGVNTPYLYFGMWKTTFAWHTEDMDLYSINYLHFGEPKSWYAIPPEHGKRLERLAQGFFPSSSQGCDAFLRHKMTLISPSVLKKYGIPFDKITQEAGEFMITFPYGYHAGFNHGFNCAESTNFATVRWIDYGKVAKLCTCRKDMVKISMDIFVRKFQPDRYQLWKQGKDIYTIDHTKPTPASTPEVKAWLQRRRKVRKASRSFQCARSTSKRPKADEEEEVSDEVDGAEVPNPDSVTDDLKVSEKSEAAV
# PP5 primary: blocks human protein phosphatase 5 activity | P53041 | purified PP5c, OMFP substrate fluorescence | inhibition, % at 6.7 µM | hit rate 0.18% among 320,000;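 active means inhibition above the campaign's mean inhibition across all tested compounds plus 3 SD, cut at about 9.5% in these data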;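 further: 0% = DMSO only and 100% = 100 µM cantharidin control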
# LYPLA2 inh: counter-screen for PME1 inhibitors: inhibitors of human LYPLA2; O95372; AID 2177; inhibition, % at 5.9 µM; hit rate 0.38% among 320,000; recombinant LYPLA2, FP-Rh probe fluorescence polarization;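 active means inhibition above the screen-wide mean plus 3 SD, limit set per campaign, cut at about 26% in these data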;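 further: 0% = LYPLA2 with DMSO and 100% = wells lacking LYPLA2 enzyme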
# Target sequence (O95372 whole entry, looked up): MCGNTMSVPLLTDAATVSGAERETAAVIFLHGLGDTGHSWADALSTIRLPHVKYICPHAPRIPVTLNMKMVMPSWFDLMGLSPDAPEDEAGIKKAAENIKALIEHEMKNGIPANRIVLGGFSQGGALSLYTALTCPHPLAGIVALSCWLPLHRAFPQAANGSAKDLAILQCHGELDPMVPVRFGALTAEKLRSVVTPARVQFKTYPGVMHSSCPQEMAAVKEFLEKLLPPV
# PREPL inhibitor: inhibitors of human prolyl oligopeptidase-like enzyme PREPL; Q4J6C6; recombinant PREPL, fluorescence polarization activity-based probe; inhibition, % at 5.96 µM; hit rate 0.68% among 320,000; in the data active means inhibition above about 43%;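 further: 0% = enzyme with DMSO and 100% = wells lacking enzyme; many of its hits are not listed in these tables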
# TPT1 inh: C. albicans TPT1 enzyme inhibition; hit rate 0.81% among 300,000; recombinant caTPT1, FP RNA substrate dephosphorylation; inhibition, % at 5 µM;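 active means inhibition above the mean of all tested compounds plus 3 SD, set per screening campaign, cut at about 24% in these data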;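 further: plate controls were DMSO alone for no effect and ferristatin control at 100 nM for full effect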
# Efflux pump mplx: antifungal efflux pump inhibition, Nile Red retention; S. cerevisiae Candida pump triplex; inhibition, % at 10 µM; hit rate 0.44% among 330,000;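 active means plate passing quality check with inhibition over a set limit, or well fluorescence over plate mean plus 4 SD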;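 further: Nile Red retained in pooled yeast measured as flow cytometry median fluorescence; 0% = buffer negative control and 100% = Enniatin B positive control; higher means more Nile Red kept so more efflux inhibition; some compounds called inactive have numbers as strong as hits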
# core dimer inh: blocks dimerization of HCV core protein | TR-FRET GST/Flag-core106 dimerization, 1536-well | inhibition, % at 5 µM | hit rate 0.33% among 300,000 | AID 1899;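 active means inhibition above the mean of all tested compounds plus 3 SD, set per screening campaign, cut at about 45% in these data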
#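 Material: Tagged HCV core106 pair (GST and Flag) | Amount: GST-core106 13.5 nM, Flag-core106 17 nM | Medium: KF-containing HEPES buffer, pH 7.45, DTT, CHAPS, BSA | Reagent: Eu donor and XL665 acceptor anti-tag antibodies | Schedule: 4 h at 22.5 °C | Technique: Time-resolved FRET, ex 340 nm, em 617 and 671 nm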
# PP1 counter: PP1-alpha (human) inhibition in PP5 counter-screen; P62136; purified PP1alpha, OMFP fluorescence; inhibition, % at 6.7 µM; hit rate 0.9% among 320,000;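 active means inhibition above the mean inhibition of all tested compounds plus 3 SD, computed separately for each screening campaign, cut at about 15% in these data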
# Target sequence (P62136 whole entry, looked up): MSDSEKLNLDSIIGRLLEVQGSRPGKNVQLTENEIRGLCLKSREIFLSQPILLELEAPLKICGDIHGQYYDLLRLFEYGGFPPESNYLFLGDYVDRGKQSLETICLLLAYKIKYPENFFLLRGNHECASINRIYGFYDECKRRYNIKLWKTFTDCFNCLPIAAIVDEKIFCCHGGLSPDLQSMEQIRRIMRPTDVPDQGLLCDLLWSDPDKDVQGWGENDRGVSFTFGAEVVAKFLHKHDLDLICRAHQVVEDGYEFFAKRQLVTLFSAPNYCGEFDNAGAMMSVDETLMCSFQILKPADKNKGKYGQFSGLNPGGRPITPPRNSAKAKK
# Fh CTSL1 inh: cathepsin L1 inhibition, PFM18AAP counter-screen; recombinant F. hepatica cathepsin L1, Z-Leu-Arg-MCA fluorescence; inhibition, % at 5.96 µM; hit rate 0.49% among 300,000; AID 1906;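 active means inhibition above the mean of all tested compounds plus 3 SD, set per screening campaign, cut at about 17% in these data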;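 further: 0% = plate median of test compound wells and 100% = 1 µM Z-Phe-Ala-diazomethylketone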
# An asterisk follows results filed as active; ? = inconclusive; · = no result given.
nr	structure	GASC-1 inh	PP5 primary	LYPLA2 inh	PREPL inhibitor	TPT1 inh	Efflux pump mplx	core dimer inh	PP1 counter	Fh CTSL1 inh
1	CCn1c(CNC(=O)c2cccnc2)cc2ccccc21	2	2.1	4	1	0	-0.2	3	-2	1
2	Cc1cccc(NC(=S)NCc2ccc(F)cc2)c1	-5	-0.8	-7	-7	4	0.5	-4	3	1
3	Nn1c(SCC(=O)Nc2ccc(OC(F)F)cc2)nnc1-c1ccco1	-7	0.7	-6	-22	1	0.2	-1	-4	-3
4	CCc1ccc(C2=NN(CCC(=O)NC(C)CCc3ccccc3)C(=O)CC2)cc1 (stereo not given)	11	1.4	-2	-6	0	0.0	-2	2	3
5	O=C1CSC(c2ccccc2Cl)N1 (stereo not given)	19	2.7	3	2	9	0.0	-1	-2	0
6	C[C@@]12C(=O)N(c3ccc(F)cc3)C(=O)N1[C@@H]1c3ccccc3OC[C@@H]1[C@H]2c1ccccc1	8	1.0	-3	-29	-2	-0.1	6	0	3
7	Fc1ccc(NC(=S)Nc2ccc(Br)cc2)cc1	14	-0.5	7	17	-4	0.0	-5	-1	2
8	CC(=O)NC1(C(Cl)(Cl)Cl)Oc2ccccc2O1	8	4.0	5	1	2	0.0	0	3	0
9	NC(=O)C[C@@H]1NC(=O)[C@H](CCC(=O)O)NC(=O)c2cc([N+](=O)[O-])cc(I)c2OCC[C@@H](C(N)=O)NC1=O	3	2.0	-1	9	-1	·	-7	1	0
10	CCOC(=O)c1ccc(Nc2nc(N)c3cc(OC)c(OC)cc3n2)cc1	0	3.1	-6	17	-1	0.1	-6	8	-7
11	COc1cc(OC)cc(C(=O)NC(C(=O)NNC(=O)c2cc(Cl)ccc2OC)C(C)C)c1 (stereo not given)	-4	4.0	6	23	·	-0.3	·	0	·
12	O=C(c1ccc(-c2ccccc2)cc1)N1CCC(C(=O)N2CCCC2)CC1	-8	3.8	-3	19	-3	0.0	-3	0	-2
13	COc1ccccc1N1CCN(Cc2ccc(C(=O)O)cc2)CC1	-3	-0.6	4	18	-1	-0.1	-6	2	2
14	N#C/C(=C/c1cn(CC(=O)O)c2ccccc12)C(=O)NCc1ccccc1	7	3.3	-6	12	-2	0.4	-2	-4	3
15	CCC(C)(C)NC(=O)Cn1c(-c2ccccc2)cc(C(C)=O)c1C	1	0.5	5	13	1	0.0	-5	-1	-4
16	CCOC(=O)C1CCN(Cc2ccc(C(=O)OC)cc2)CC1	-32	0.9	-1	9	1	0.2	1	-1	-4
17	CC(C)c1ccc(/C=N/NC(=O)CC(=O)NCc2ccccc2)cc1	-3	-2.6	5	-2	1	0.0	2	-5	0
18	Cc1ccccc1NC(=O)CN1C(=O)NC(C)(c2ccc3c(c2)OCO3)C1=O (stereo not given)	3	1.7	6	18	3	-0.1	0	1	1
19	Cc1cc(C)n(-c2nc3ccccc3c(=O)n2OCC(C)C)n1	-35	2.3	4	1	-3	0.0	-3	-3	-2
20	Cc1cc(C)c(S(=O)(=O)c2ccccc2C(=O)O)c(C)c1	-33	-0.3	-2	1	2	-0.1	-8	0	0
21	CCN(c1ccccc1)S(=O)(=O)c1ccc(Cl)c(NC(=O)CN2CCCCCC2)c1	-9	3.2	-2	17	0	0.0	5	5	7
22	Cc1cccc2cc(C3CC(c4ccco4)=NN3S(=O)(=O)c3ccccc3)c(Cl)nc12 (stereo not given)	-9	2.5	-10	1	0	0.4	13	2	2
23	O=C(O)C1C2C=CC(C2)C1C(=O)NCc1ccc(Cl)c(Cl)c1 (stereo not given)	11	2.2	-3	-15	1	0.1	-2	0	-2
24	COc1ccccc1Oc1cn[nH]c1-c1ccc(OCC(=O)NN)cc1O	-6	-1.0	-27	10	1	-0.1	2	4	2
25	N#CC(C(=O)c1ccc(S(=O)(=O)N2CCCCCC2)cc1)c1nc2ccccc2[nH]1 (stereo not given)	?	0.7	-6	3	-2	0.0	6	2	1
26	N#Cc1c(-c2c(Cl)cccc2Cl)noc1/C=C/Nc1ccc(C(=O)O)cc1	3	6.2	7	2	3	-0.1	17	5	-1
27	Cc1cc(N2CCOCC2)n2cc(-c3ccc(F)cc3)nc2n1	-7	4.2	2	1	2	0.0	4	-3	-3
28	Cc1noc(C)c1C(=O)Nc1ccc(F)cc1F	3	1.1	6	-1	-1	-0.1	-2	-2	9
29	CC(=O)c1nc(-c2ccccc2)sc1C	-3	1.4	2	12	-2	-0.1	-7	-2	0
30	Cc1ccc(-c2nn(CC(=O)NCCN3CCOCC3)c(=O)c3ccccc23)cc1	-5	1.0	10	-3	-3	-0.1	-1	-1	4
31	CCc1ccc(OCCCC(=O)Nc2ccc(N3CCOCC3)cc2)cc1	-23	0.0	0	10	1	0.2	0	-2	1
32	CCOC(=O)Cc1csc(N/N=C\c2ccccc2OC)n1	3	1.9	0	9	3	0.0	0	-4	4
33	O=c1[nH]snc1N1CCOCC1	-7	-1.3	-10	6	0	-0.1	4	-4	5
34	Cc1ccc(S(=O)(=O)N(CC(=O)NCCC2=CCCCC2)Cc2ccccc2F)cc1	4	4.4	-1	-12	-4	0.2	10	2	5
35	COc1cc(NC(=O)CCc2nnc3ccc(N4CCCCC4)nn23)cc(OC)c1OC	8	0.5	0	16	-11	0.8	-2	5	4
36	CN(C)C(=O)[C@@H]1C[C@H]1[C@@H](NC(=O)OCc1ccccc1)c1ccccc1	4	1.1	3	-28	-6	·	5	-1	-6
37	CCSc1nnc(NC(=O)c2cc3c(s2)CCCC3)s1	-1	0.2	1	7	0	0.2	28	0	-3
38	Cn1c2ccccc2c(=O)c2c(=O)n(-c3ccccc3)c(-c3ccc(C(C)(C)C)cc3)nc21	2	-1.7	3	11	6	-0.1	12	4	5
39	O=C(Nc1ccccc1)N1CC=C(c2ccccc2)CC1	-5	-0.1	-2	-9	-5	-0.1	9	0	-2
40	O=C(CSc1nc2ccccc2[nH]1)N1c2ccccc2Sc2ccccc21	22	4.2	-3	-46	4	0.0	-1	0	-5
41	COC(=O)c1cn(CCOc2ccccc2OC)c2ccccc12	6	5.9	-2	-15	-4	-0.1	-12	3	-2
42	CC(C)CC(=O)Nc1nc2ccc(S(=O)(=O)N3CCOCC3)cc2s1	-8	4.0	2	12	0	0.3	-4	-5	-5
43	Cc1ccc(C)c(-c2cc(C(=O)Nc3cccnc3)c3ccccc3n2)c1	3	4.5	4	-2	-7	-0.4	9	2	-2
44	N#Cc1nc(-c2cccs2)oc1NCc1ccccc1Cl	-6	3.0	0	4	1	-0.2	9	1	6
45	Cc1cc(NC(=O)C2CC(=O)N(c3ccc(F)cc3)C2)no1 (stereo not given)	-44	0.3	0	-7	1	0.3	-1	2	4
46	Cn1nc(C(=O)Nc2cccnc2)c2ccccc2c1=O	-3	1.7	-3	2	0	-0.1	2	1	-2
47	Cc1ccc(CN2CCNC(=O)C2CC(=O)NCc2csc(C(C)C)n2)cc1 (stereo not given)	-3	1.2	-11	10	0	2.5	5	-2	0
48	CC(C)C(=O)Nc1c(-c2ccccc2F)c(=O)c2ccccc2n1C	-17	0.2	-4	6	-1	0.5	-12	0	2

# Ten compounds from above, arranged by molar mass, rising:
nr	structure	GASC-1 inh	PP5 primary	LYPLA2 inh	PREPL inhibitor	TPT1 inh	Efflux pump mplx	core dimer inh	PP1 counter	Fh CTSL1 inh
39	O=C(Nc1ccccc1)N1CC=C(c2ccccc2)CC1	-5	-0.1	-2	-9	-5	-0.1	9	0	-2
46	Cn1nc(C(=O)Nc2cccnc2)c2ccccc2c1=O	-3	1.7	-3	2	0	-0.1	2	1	-2
44	N#Cc1nc(-c2cccs2)oc1NCc1ccccc1Cl	-6	3.0	0	4	1	-0.2	9	1	6
37	CCSc1nnc(NC(=O)c2cc3c(s2)CCCC3)s1	-1	0.2	1	7	0	0.2	28	0	-3
48	CC(C)C(=O)Nc1c(-c2ccccc2F)c(=O)c2ccccc2n1C	-17	0.2	-4	6	-1	0.5	-12	0	2
36	CN(C)C(=O)[C@@H]1C[C@H]1[C@@H](NC(=O)OCc1ccccc1)c1ccccc1	4	1.1	3	-28	-6	·	5	-1	-6
43	Cc1ccc(C)c(-c2cc(C(=O)Nc3cccnc3)c3ccccc3n2)c1	3	4.5	4	-2	-7	-0.4	9	2	-2
42	CC(C)CC(=O)Nc1nc2ccc(S(=O)(=O)N3CCOCC3)cc2s1	-8	4.0	2	12	0	0.3	-4	-5	-5
40	O=C(CSc1nc2ccccc2[nH]1)N1c2ccccc2Sc2ccccc21	22	4.2	-3	-46	4	0.0	-1	0	-5
38	Cn1c2ccccc2c(=O)c2c(=O)n(-c3ccccc3)c(-c3ccc(C(C)(C)C)cc3)nc21	2	-1.7	3	11	6	-0.1	12	4	5

# Next section
nr	structure	GASC-1 inh	PP5 primary	LYPLA2 inh	PREPL inhibitor	TPT1 inh	Efflux pump mplx	core dimer inh	PP1 counter	Fh CTSL1 inh
49	CCC(=O)N1CCc2cc(S(=O)(=O)CCC(=O)Nc3c(C)n(C)n(-c4ccccc4)c3=O)ccc21	·	-0.3	-2	15	-2	-0.2	-2	-1	1
50	Cc1c(N(C)S(=O)(=O)c2cc(C(=O)N3CCCC3)ccc2Cl)c(=O)n(-c2ccccc2)n1C	2	-2.0	0	-3	-1	-0.1	-7	-2	0
51	O=C(CSc1nnc(-c2ccc(F)cc2)o1)Nc1ccc(S(=O)(=O)N2CCCCCC2)cc1	-3	0.7	-20	1	-2	0.1	7	-2	0
52	CC1CC(C)CN(C(=O)Nc2ccc(Br)cc2)C1 (stereo not given)	7	1.2	-1	7	0	0.0	-9	7	-2
53	CSc1nc(N)c(NC(=O)c2ccc(Br)o2)c(=O)[nH]1	-1	1.6	1	11	-4	-0.2	1	-4	4
54	COc1ccc(C(=O)N2CCN(c3ccccn3)CC2)cc1	2	-2.5	0	1	1	0.0	-1	0	-2
55	O=C(Nc1cc([N+](=O)[O-])ccc1O)NC1CCS(=O)(=O)C1 (stereo not given)	2	3.6	-4	8	·	0.1	·	-4	·
56	COc1ccc(-c2csc3ncnc(Oc4ccc5c(C)cc(=O)oc5c4)c23)cc1	-3	4.0	-2	-9	3	0.1	11	-1	-2
57	O=C(COc1ccccc1)Nc1ccccc1N1CCCCC1	2	5.0	1	10	-5	0.1	7	4	3
58	COc1ccc(/C=C2\SC(=O)N(CC(=O)NC3CCS(=O)(=O)C3)C2=O)cc1 (stereo not given)	?	-1.2	-2	20	4	0.1	-4	-4	4
59	COc1ccc2nc3cc(Cl)ccc3c(Nc3cc(C(C)C)c(O)cc3C)c2c1	-6	3.9	-1	35	3	0.0	-7	29*	2

# Only part of the results is shown; the hit share may differ from the screen's.
